# Cycloheximide cs: counter-screen hit for Shiga toxin inhibitors, cycloheximide | cell reporter, cycloheximide protein synthesis inhibition counterscreen | max response, % | 300,000 tested, 12% active; in the data active = max response mostly above about 13%, no sharp cut-off; inactive = mostly below about 14%; note: read at 38.3 µM for the half of the compounds with a filed dose; 0% is about no effect
# Giardia FBPA inh: blocks Giardia fructose-bisphosphate aldolase activity | A8B2U2 | purified Giardia FBPA | Potency, µM (highest dose often 59.6 µM), for inactives: at the top dose activity, negative = inhibition, hits mostly inhibitors | 290,000 tested, 0.71% active; note: potency is the fitted concentration of half-maximal effect; % is set by controls: 0 for no effect and ±100 for the full control effect; nearly all actives have a fitted effect of over 55% in size
# Target sequence (A8B2U2 whole entry, looked up): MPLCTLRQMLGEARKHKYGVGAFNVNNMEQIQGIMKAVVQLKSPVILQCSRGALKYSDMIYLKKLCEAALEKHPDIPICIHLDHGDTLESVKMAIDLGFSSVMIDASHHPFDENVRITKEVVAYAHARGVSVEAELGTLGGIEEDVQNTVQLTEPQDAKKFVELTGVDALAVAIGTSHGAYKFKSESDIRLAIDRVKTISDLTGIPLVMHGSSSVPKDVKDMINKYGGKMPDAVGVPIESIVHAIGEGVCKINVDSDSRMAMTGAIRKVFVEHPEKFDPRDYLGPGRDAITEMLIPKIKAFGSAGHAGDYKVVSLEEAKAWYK
#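 40 nM FBPA preincubated 10 min at RT with compound (up to 57.5 uM final), then substrate plus GAPDH/TPI/NAD/arsenate coupling and diaphorase/resazurin added. Fluorescence read after 20 min at RT, 525/598 nm.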
# Pf growth 96h: inhibits malaria parasite growth, 96 h; P. falciparum luciferase reporter growth, 96 h; Potency, µM (titrated, usually from 28.7 µM), inactives show at the highest dose activity change, negative = inhibition, actives largely listed as inhibitors; 320,000 tested, 6.9% active; AID 504834; note: potency is the fitted concentration of half-maximal effect; % is set by controls: 0 for no effect and ±100 for the full control effect
#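 Erythrocytes infected with luciferase-expressing P. falciparum were dispensed at 2% hematocrit and 0.05% parasitemia (final), then incubated with compounds 96 hours at 37 C in 5% CO2. Luminescence after detection reagent addition reported growth.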
# Pf growth 48h: inhibits P. falciparum growth in the first generation, 48 h; P. falciparum luciferase growth in erythrocytes, 48 h; Potency, µM (series often up to 28.7 µM), for the others: at the top dose activity change, negative = inhibition, hits mostly inhibitors; 310,000 tested, 5.9% active; AID 504832; note: potency is the fitted concentration of half-maximal effect; % is set by controls: 0 for no effect and ±100 for the full control effect
#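 Parasite viability was followed by luminescence of a genomically integrated firefly luciferase. Cultures held 0.1% parasitemia at 2% hematocrit (final), incubated under 5% CO2 at 37 C.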
# Sm TGR inh: blocks Schistosoma mansoni thioredoxin glutathione reductase. Q962Y6. AID 485364. Potency, µM (titrated, usually from 114 µM), inactives show at the highest dose activity change, negative = inhibition, usual class: inhibitors. purified TGR, DTNB reduction, TNB absorbance 405 nm. 360,000 tested, 3% active; note: potency is the fitted concentration of half-maximal effect; % is set by controls: 0 for no effect and ±100 for the full control effect; nearly all actives have a fitted effect of over 60% in size
#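 First, TGR (20 nM dispensed) and NADPH were mixed with compound. Second, a 15 min room-temperature incubation followed. Third, further NADPH and then DTNB were added to start the reaction. Finally, TNB absorbance was monitored kinetically.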
# Shiga inhibitor: blocks Shiga toxin action in Vero cells; Vero cells, Shiga toxin protein synthesis inhibition reporter; inhibition, % at 38.7 µM; 290,000 tested, 9.2% active; in the data active = inhibition mostly above about 28%, no sharp cut-off; inactive = mostly below about 43%; note: 0% is about no effect
# * marks the source's active call; other numbers are inactive results; ? = inconclusive; / = no result given; & = joins results of further samples; [ ] = remark or other dose. Unless noted, calls come from the whole dose curve; as a rule, active = well fitted curve in the direction sought with a large enough effect; inconclusive = small, poorly fitted or top-dose-only effect, or another doubt; inactive = no such curve, though single readings can be large; an effect the other way counts as inactive or inconclusive.
mol	Cycloheximide cs	Giardia FBPA inh	Pf growth 96h	Pf growth 48h	Sm TGR inh	Shiga inhibitor
Cc1ccc(CSc2nnc(-c3ccncc3)o2)c(C)c1	-1	4%	?	-1%	9%	28
Cc1nc(N)ncc1Sc1ccccc1	-1	-12%	-3%	-1%	-8%	-13
Cc1ccccc1C(C)NC(=O)COC(=O)Cn1cc(C(F)(F)F)ccc1=O (configuration not stated)	/	/	-5%	-1%	0%	/
Cc1ccccc1NC(=O)Cc1nc(COC(=O)c2ccc(O)cc2O)cs1	4	-13%	?	-10%	0%	-3
COc1ccc(-c2c[n+]3c(n2-c2ccc(C)cc2)CCCCC3)cc1	14	4%	0.29µM*	0.93µM*	7%	37
Cc1ccc2nc(NC(=O)COC(=O)c3ccccn3)sc2c1	36*	-27%	147%[activator]	167%[activator]	-5%	119*
Cc1ccc(S(=O)(=O)N2CCCC2C(=O)OCc2nc3ccccc3s2)cc1 (configuration not stated)	8	-3%	1%	20%	10%	28
CCc1ccc2c(c1)C(=O)C(=O)N2CC(=O)Nc1ccc(NC(=O)c2ccccn2)cc1	12	-7%	0%	17%	-3%	22
O=C(c1ccc(Br)s1)N1CCc2ccccc2C1	49*	/	37%[activator]	46%[activator]	-18%	152*
CCc1ccc2oc(-c3ccc(NC(C)=O)cc3)nc2c1	61*	-2%	0%	11%	-3%	145*
CC(C)N1CCN(c2ccc(OC[C@@H]3CO[C@@](Cn4cncn4)(c4ccc(Cl)cc4Cl)O3)cc2)CC1	/	4%[21.7 µM]	?	?	/	/
COc1cc(CCC(=O)Nc2ccc(S(=O)(=O)N3CCCC3)cc2)cc(OC)c1OC	/	/	?	?	0%	/
COc1ccc(N2C(=O)/C(=C/C=C/c3ccccc3[N+](=O)[O-])C(=O)NC2=S)cc1	3	?	41%[activator]	-15%	45µM*	27
CCOC(=O)C1CCCN(C(=O)c2ccc(Cl)c(S(=O)(=O)N3CCCCCC3)c2)C1 (configuration not stated)	5	-1%	?	?	0%	-14
CCN1CCN(C(=S)c2ccc(OCC(=O)N3CCOCC3)cc2)CC1	-5	1%	-4%	/	10%	-13
CN(c1ccc(OCC(=O)N2CCN(C/C=C/c3ccccc3)CC2)cc1)S(=O)(=O)c1cccs1	-3	-2%	?	9.3µM*	?	12
COc1cc(/C=N/NC(=O)Cc2ccc(Br)cc2)cc(OC)c1O	-5	-1%	12µM*	0%	-12%	-17
CC(C)CNC(=O)CSc1nc2nn(-c3ccccc3)c(=O)c-2c2n1CCCCC2	-4	0%	-5%	-15%	4%	-6
Cn1c(=O)c2c(nc(NCCCO)n2Cc2cccc(C(F)(F)F)c2)n(C)c1=O	-1	-6%	-16%	-11%	12%	-5
CSCC[C@H](NC(=O)OC(C)(C)C)C(=O)N1CCC(C(=O)N[C@@H](C)C(=O)NC(C)c2ccccc2)CC1 (some centres not stated)	-3	-2%	6%	?	-8%	-5
C[C@@H]1Cc2c(Cl)cc(C(=O)N[C@@H](Cc3ccccc3)C(=O)O)c(O)c2C(=O)O1	-4	10%	/	/	/	-13
CCC(=O)Nc1cccc(C(=O)c2ccc(C)c(C)c2)c1	8	-4%	?	3%	16%	16
CC(C)CCNC(=O)c1nnc(Cc2ccc(Cl)cc2)o1	1	2%	8.3µM*	/	5%	36
COc1ccc(OC)c(NC(=O)CSCc2cnn(-c3ccccc3)c2-n2cccc2)c1	3	-1%	?	0%	0%	-7
CCC1CN(C(=O)N2CCC(C(=O)NCc3ccc(F)cc3)CC2)c2ccccc2O1 (configuration not stated)	-8	/	?	?	10%	-1
COc1ccccc1OCC(=O)Nc1ccccc1C(=O)Nc1cccc(C(=O)O)c1	-2	14%	?	57%	8%	13
CC(=O)c1cccc(NS(=O)(=O)c2ccc(-c3cnc(C4CC4)o3)cc2)c1	2	/	?	31%[activator]	-1%	-8
COc1cc(OC)nc(NC(C)=O)n1	-9	2%	?	15%	2%	15
COc1ccc(-c2nnc(SC(C(=O)c3c[nH]c4ccccc34)c3ccccc3)n2N)cc1OC (configuration not stated)	8	-11%	?	8.3µM*	-9%	7
Cc1cccn2c(=O)c(/C=C(\C#N)S(=O)(=O)c3ccccc3)c(N3CCN(Cc4ccccc4)CC3)nc12	1	/	15µM*	?	-1%	15

# Continued:
mol	Cycloheximide cs	Giardia FBPA inh	Pf growth 96h	Pf growth 48h	Sm TGR inh	Shiga inhibitor
NC(=S)NNC(=O)Nc1ccc(Cl)c(Cl)c1	-1	-16%	22%	34%[activator]	-2%	-9
Cc1ccc2c(CC(=O)OCc3cc(=O)n4c(n3)sc3ccccc34)coc2c1	4	1%	56%[activator]	34%[activator]	-14%	-10
O=C(NCCC(=O)N1CCN(c2ccccc2O)CC1)c1ccc(Br)cc1	/	/	?	?	-19%	/
COC(=O)C1=C(c2ccc(F)cc2F)C[C@@H]2CC[C@H]1N2C(=O)N1CCC(O)CC1	/	/	?	3%	-16%	/
O=C(Nc1cc(S(=O)(=O)N2CCOCC2)ccc1N1CCOCC1)c1ccc(Cl)nc1	-1	2%	-26%	-17%	10%	-13
Cc1c(OCC(=O)N(C)C)ccc2c(-c3ccccc3)cc(=O)oc12	-2	0%	-10%	-18%	1%	-7
OCC1(CCCc2ccccc2)CCN(Cc2cc(F)ccc2F)CC1	-3	1%	?	?	14%	2
CCN1C(=O)c2cccc3cccc1c23	0	?	10%	10%	11µM*	-15
N#C/C(=C\c1c(N(Cc2ccccc2)Cc2ccccc2)nc2ccccn2c1=O)C(N)=O	-3	5%	?	4.7µM*	-12%	-6
CCOC(C(=O)OCCCN(CC)CC)(c1ccccc1)c1ccccc1	9	/	?	?	13%	-7
CC(C)(C)NC(=O)Cn1nnnc1-c1nonc1N	13	0%	-22%	15%	-22%	3
COc1ccc(/C=N/Nc2cc(N3CCCC3)nc(N3CCCC3)n2)cc1	18	?	?	?	0%	21
CC(=O)c1ccc(NC(=O)c2cc(Cl)sc2Cl)cc1	40*	-7%	438%[activator]	238%[activator]	-7%	32*
Cc1onc(-c2ccccc2Cl)c1C(=O)Nc1sc2c(c1C#N)CCC2	-4	-9%	/	?	-3%	38
O=[N+]([O-])c1ccc(S(=O)(=O)N(CCCN2CCOCC2)Cc2cccs2)cc1	-5	?	?	11%	?	-7
NNC(=O)c1sc(-c2ccc(Cl)cc2)cc1N	45*	0%	26%	-17%	-11%	66*
COc1ccc(-n2c(COc3ccc(C)cc3)n[nH]c2=S)cc1	-1	?	0.47µM*	-11%	0%	-24
CC1(C)Cc2cccc(OCC(=O)Nc3cccnc3Cl)c2O1	-3	-2%	-31%	/	-27%	-12
CCc1ccccc1NC(=O)CN(C)C(=O)CSc1nn(-c2ccccc2)c(=S)s1	-3	0%	?	-4%	-1%	-7
O=c1[nH]c(NNC(=S)NCc2ccccc2)nc2c1C1(CCCCC1)Cc1ccccc1-2	-8	11%	?	0%	-17%	-8
O=C(O)CCc1ccc(-c2ccccc2)n1-c1ccc(C(=O)O)cc1	0	-2%	-20%	1%	18µM*	39
Cc1cc(NCCCN2CCOCC2)n2nc(C)c(-c3ccccc3)c2n1	-1	4%	?	?	12%	21
C=CCn1c(SCc2nc3ccccc3c(=O)[nH]2)nc2scc(C3CC3)c2c1=O	3	-4%	-7%	?	-1%	5
CC(=O)c1ccc(NC(=O)c2ccn(C(=O)OCC(C)C)n2)cc1	71*	3%	161%[activator]	156%[activator]	0%	56*
NS(=O)(=O)c1ccc(NC(=O)/C=C/c2ccccc2Cl)cc1	-2	0%	10µM*	12%	1%	-10
NCCCNc1nc(N)c([N+](=O)[O-])c(NC2CCCCC2)n1	-8	12%	?	2.3µM*	-14%	-13
O=C(Nc1c(C(=O)N2CCOCC2)cnn1-c1ccccc1)c1ccco1	-3	2%	181%[activator]	-7%	-6%	-20
COc1ccc(C(=O)N/C(=C\c2ccccc2)C(=O)Nc2cccc(C(=O)O)c2)cc1	1	10%	?	8%	-15%	1
CCOc1ccccc1NC(=O)c1ccccc1N(C)S(C)(=O)=O	-1	1%	0%	7%	5%	-17
Cc1cc(NC(=O)c2noc3c2CCc2ccccc2-3)no1	-2	-3%	-12%	37%[activator]	0%	7

# The results go on.
mol	Cycloheximide cs	Giardia FBPA inh	Pf growth 96h	Pf growth 48h	Sm TGR inh	Shiga inhibitor
COC(=O)c1ccsc1NC(=O)c1ccc2c(c1)OCCO2	1	-9%	-16%	55%[activator]	3%	1
Cc1ccccc1C(=O)NNC(=O)c1ccc(Br)cc1	42*	-3%	-14%	161%[activator]	?	84*
Cn1c(=O)c2c(nc(Sc3ncccn3)n2Cc2ccc(Cl)cc2)n(C)c1=O	-4	-1%	?	/	1%	-6
COc1ccccc1C(=O)NC(=O)COc1ccc(Cl)cc1Cl	/	/	24%	-3%	-2%	/
CCC(=O)N1CCc2cc(S(=O)(=O)NCCC(=O)N3CCN(c4cccc(OC)c4)CC3)ccc21	-3	-2%	?	?	5%	-4
COC(=O)c1ccccc1NC(=O)Cn1nc(C(F)(F)F)c2c1CCC2	2	2%	11%	-17%	8%	32
CCOCC(=O)Nc1cccc(-c2nc3cccnc3s2)c1C	1	0%	24%	21%	21%	22
COc1ccc(CCNC(=O)Cc2c(Cl)cccc2Cl)cc1	2	5%	23%	-16%	0%	37
CCN(CC(=O)Nc1c(F)cccc1F)C(=O)CSc1nc2ccccc2o1	/	/	-20%	-19%	5%	/
CCCc1cc(C(=O)NCC(C)C)no1	33*	-2%	-26%	/	5%	117*
c1ccc(-c2nc[nH]c2-c2ccccc2)cc1	-3&-1	-1%&14%	?	6%&-23%&-29%	2%&10%	34&-10
Cc1ccc(C(c2nnnn2Cc2ccccc2)N2CCN(Cc3ccccc3)CC2)cc1 (configuration not stated)	10	8%	-21%	?	0%	-4
CC(=O)c1cccc(NC(=O)C(NC(C)C)c2ccccc2)c1 (configuration not stated)	-4	5%	-1%	-6%	-1%	-20
CN(C(=O)c1sc2nc(N3CCOCC3)c3c(c2c1N)CCCC3)c1ccccc1	9	-4%	5%	?	-10%	-3
COc1cccc(C(=O)NC2CCNCC2)c1	-2	-2%	?	-11%	?	-9
CCNS(=O)(=O)c1ccc(CCC(=O)Nc2ccc(C(=O)OC)cc2)cc1	-2	9%	?	?	-5%	-14
CCC(C)N(C(=O)CSc1ncnc2sccc12)C1CCS(=O)(=O)C1 (configuration not stated)	/	/	?	-5%	-1%	/
COC(=O)c1cc2ccsc2n1CC(=O)Nc1cc(Cl)ccc1OC	-2	4%	-10%	?	3%	1
CCc1cccc(C)c1NS(=O)(=O)c1c(C)nc2sccn2c1=O	-2	-12%	0%	-1%	-1%&4%	-4
O=C(CCn1nnc2ccccc21)N/N=C\Cc1ccccc1	-5	-1%	?	?	-5%	4
Cc1ccc(N=Nc2c(N)n(-c3ccccc3)[nH]c2=O)cc1	38*	-4%	39%[activator]	193%[activator]	6%	122*
O=C(Nc1ccccc1N1CCN(c2ccc(F)cc2)CC1)C12CC3CC(CC(C3)C1)C2	5	-9%	-16%	?	?	8
Cc1ccc(-c2cc(C(=O)N/N=C/c3ccc(F)cc3)n[nH]2)o1	10	6%	?	-1%	1%	-6
COc1ccc(NC(=O)c2cccnc2Nc2ccccc2)cc1	11	-7%	16%	/	-6%	25

# 2 of the compounds above, field by field.
COC(=O)c1ccccc1NC(=O)Cn1nc(C(F)(F)F)c2c1CCC2
  Cycloheximide cs = 2
  Giardia FBPA inh = 2%
  Pf growth 96h = 11%
  Pf growth 48h = -17%
  Sm TGR inh = 8%
  Shiga inhibitor = 32
Cc1ccc(N=Nc2c(N)n(-c3ccccc3)[nH]c2=O)cc1
  Cycloheximide cs = 38*
  Giardia FBPA inh = -4%
  Pf growth 96h = 39%[activator]
  Pf growth 48h = 193%[activator]
  Sm TGR inh = 6%
  Shiga inhibitor = 122*
